# Source: PubChem BioAssay
# EBV gp42 inh: blocks Epstein-Barr virus glycoprotein 42 binding | inhibition, % (tested at 21.74 µM) | Fluorescence polarization binding assay, mP read-out | 220,000 tested, 0.42% active | Q1HVG2 | AID 1085; in the data active = inhibition above about 50%
# Target sequence (Q1HVG2 whole entry, looked up): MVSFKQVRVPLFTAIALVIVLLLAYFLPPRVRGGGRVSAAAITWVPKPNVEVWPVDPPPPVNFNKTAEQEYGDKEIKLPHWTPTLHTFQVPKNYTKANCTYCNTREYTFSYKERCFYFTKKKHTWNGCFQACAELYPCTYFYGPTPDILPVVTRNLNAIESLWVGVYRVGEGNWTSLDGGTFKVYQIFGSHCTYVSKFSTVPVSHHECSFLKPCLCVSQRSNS
# TNF necrop inh: inhibitors of TNF-alpha induced necroptosis in Jurkat FADD-/- cells; Jurkat FADD-/- TNF necroptosis rescue, ATP luminescence, 24 h; 0 = TNF only, 100 = no-TNF cells; activation (protection from cell death), % at 10 µM; 220,000 tested, 0.068% active;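 active = activation, meaning protection from cell death, of at least 50% relative to plate controls; inactive = activation below 50%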;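 note: necroptosis triggered by 40 ng/mL TNF-alpha added together with compound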
# Rad51 HR inh: blocks human Rad51 in homologous recombination. Q06609. hRad51 DNA strand exchange, fluorescence dequenching. inhibition, % at 10 µM. 200,000 tested, 0.085% active. AID 1385;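 active = inhibition above 40% at the single screening dose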;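 note: 0% = DMSO control wells and 100% = blanks with heterologous ssDNA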
# Target sequence (Q06609 whole entry, looked up): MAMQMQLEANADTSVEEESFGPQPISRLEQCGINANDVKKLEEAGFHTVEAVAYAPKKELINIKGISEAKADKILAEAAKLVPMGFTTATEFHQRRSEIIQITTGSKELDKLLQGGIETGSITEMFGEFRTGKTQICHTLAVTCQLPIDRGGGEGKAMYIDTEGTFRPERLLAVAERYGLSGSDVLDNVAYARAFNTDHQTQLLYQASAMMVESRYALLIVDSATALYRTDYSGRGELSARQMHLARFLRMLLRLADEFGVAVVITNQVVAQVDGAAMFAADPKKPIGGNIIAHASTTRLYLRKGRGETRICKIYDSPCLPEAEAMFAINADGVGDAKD
#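 material = hRad51 filaments on single-stranded DNA | reagent = Donor/quencher-labelled 47-bp dsDNA substrate | compound = 10 µM final, single point | schedule = strand-exchange reaction 15 min at room temperature | measured by = fluorescein emission 520 nm, excitation 485 nm | read-out basis = % inhibition versus plate control and blank means | benchmarks = plate controls and plate blanks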
# Calpain2 inh: blocks pig calpain II enzyme activity. AID 1236. 220,000 tested, 0.37% active. purified calpain II, fluorogenic peptide substrate, 30 min. inhibition, % at 16 µM;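 active = inhibition above about 50%, limit read from the data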
# Mdm2 ligase inh: Mdm2 E3 ligase (human) inhibition. Q00987. cell-based MDM2 ubiquitination luciferase reporter, 2 h; 0 = plate control, 100 = twice control, blank-subtracted. signal enhancement, % at 5 µM. 210,000 tested, 0.11% active;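 active = signal enhancement of 30% or more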;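 note: luminescence tracks abundance of the self-degrading MDM2-luciferase fusion protein; higher signal means inhibition of MDM2 E3 ligase activity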
# Target sequence (Q00987 whole entry, looked up, the tested form may be a part): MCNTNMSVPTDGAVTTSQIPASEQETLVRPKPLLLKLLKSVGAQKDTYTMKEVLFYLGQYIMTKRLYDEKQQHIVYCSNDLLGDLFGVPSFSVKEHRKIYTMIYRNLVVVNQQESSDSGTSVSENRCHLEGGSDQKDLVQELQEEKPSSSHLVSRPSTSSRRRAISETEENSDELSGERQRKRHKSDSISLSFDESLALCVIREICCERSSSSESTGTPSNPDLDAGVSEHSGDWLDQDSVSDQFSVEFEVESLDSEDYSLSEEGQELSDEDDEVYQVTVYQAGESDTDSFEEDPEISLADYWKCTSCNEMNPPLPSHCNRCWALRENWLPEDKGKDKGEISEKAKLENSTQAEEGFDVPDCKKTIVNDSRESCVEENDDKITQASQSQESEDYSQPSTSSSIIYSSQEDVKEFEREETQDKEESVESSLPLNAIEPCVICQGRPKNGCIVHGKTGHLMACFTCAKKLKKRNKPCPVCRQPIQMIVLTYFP
#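 Assay system: mammalian cells stably expressing self-ubiquitinating, self-degrading MDM2 E3–luciferase fusion. Quantity: 2000 cells in each well. Medium: DMEM culture medium. Compound dosing: single-point 5 µM. Timing: cell settling 4 h, compound treatment 2 h, both 37 °C. Technique: luciferase luminescence. Read-out basis: percent signal gain over controls, blank-subtracted. Benchmarks: plate controls and plate blanks.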
# L929 necroptosis: blocks zVAD induced death of L929 cells. L929 zVAD necroptosis rescue, ATP luminescence, 24 h; with zVAD 60 µM. viability rescue, % at 10 µM. 220,000 tested, 0.38% active;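 active = activation, scaled between plate controls, above about 75%, limit read from the data; inactive = activation under that limit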;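 note: 0% = zVAD with DMSO and 100% = DMSO alone without zVAD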
# PERK inhibitor: blocks human PERK kinase; CHO PERK-DD fusion, SEAP luminescence translation reporter; inhibition, % at 5.6 µM; AID 1416; 220,000 tested, 0.17% active;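 active = inhibition above the mean inhibition of all tested compounds plus 3 SD, set separately per screening campaign, cut at about 2.9% in these data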;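 note: PERK kinase domain activated by AP20187 dimerizer at 100 nM; 0% = DMSO with dimerizer and 100% = rapamycin at 8.4 µM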
# eIF4E-4G inh: eIF4E/eIF4G interaction inhibition in translation initiation; inhibition, % at 21.7 µM; P63073+Q04637; 220,000 tested, 0.37% active; AID 782; TR-FRET eIF4E-eIF4GI(517-606) binding, 2 h;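 active = inhibition above about 30%, limit read from the data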;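 note: 0% = full FRET control wells and 100% = background wells lacking eIF4GI fragment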
# Cl transport mod: KCC2 (human) Cl- transport modulation | KCC2 cells, thallium flux FluoZin-2 fluorescence | 190,000 tested, 2.2% active | AID 1456 | B-score of Tl+ flux slope (higher = more flux/activation; lower = inhibition) at 10 µM | Q9H2X9;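 active = thallium flux slope and its plate-corrected score both differing from the plate sample mean at a set confidence after two filtering rounds, in either direction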;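 note: slope of fluorescence scaled to starting intensity during 10 to 20 s after thallium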
# An asterisk follows results filed as active; . = not tested or not shown; [ ] = dose if it differs, or a comment.
SMILES,EBV gp42 inh,TNF necrop inh,Rad51 HR inh,Calpain2 inh,Mdm2 ligase inh,L929 necroptosis,PERK inhibitor,eIF4E-4G inh,Cl transport mod
Cc1cc(/C=N/n2c(COc3ccccc3)nc3ccccc3c2=O)c(O)c([N+](=O)[O-])c1,-6,-1.6,2,6,-13,1.9,0.2,11,-1.6
C=CCn1c(CSCc2ccccc2)nnc1SCC(=O)NCc1ccccc1,-28,-2.1,-2,3,-22,0.0,0.2,-6,-3
CCCn1c(SCC(=O)N2CCN(S(=O)(=O)c3ccc(Cl)cc3)CC2)n[nH]c1=O,-17,-1.7,0,2,-18,-0.6,0.9,2,.
COC(=O)C(CCSC)NC(=O)CNS(=O)(=O)c1ccc(F)cc1 (centres undefined),-14,-2.6,6,9,-17,0.6,1.1,-3,.
Cc1ccc(NC(=O)C(C)[n+]2ccccc2)cc1[N+](=O)[O-] (centres undefined),-4,0.5,8,20,-2,-0.6,-0.1,3,0.65
Cc1cccc(NC(=S)NC(=O)c2cc(-c3ccccc3)nc3ccccc23)c1,-6,-4.6,4,-9,-4,0.0,0.3,-2[fluorescence artefact?],8.5*
O=C(/C=C/c1ccccc1Cl)c1ccccc(=O)c1O,-11,-7.2,.,-17,10,0.7,0.0,-8,31*
COc1ccc2cc3cc(C(=O)Nc4ccc5c(c4)OCO5)oc3nc2c1,-9,-3.2,-8,-45,-9,3.0,0.7,-44,.
COc1ccc(-c2csc(Nc3ccccc3)n2)cc1,-2,1.1,-8,12,-13,1.1,0.6,-4,0.98
CCOC(=O)c1ccc(N2CCOCC2)c(NC(=O)c2c(-c3ccccc3)noc2C)c1,-14,-9.6,-12,11,-7,-0.9,-1.5,5,-1.1
COc1ccc(Nc2cc(C)nc3nc(C)nn23)c(OC)c1,-3,-1.4,0,8,.,.,1.0,-3,0.071
Cc1nc2nc(SCC(=O)N3CCOCC3)nn2c(C)c1Cc1ccccc1,6,-0.4,0,-17,-9,-0.6,0.7,-2,-0.097
O=C(/C=N/O)NCc1cccnc1,-22,-0.3,-1,-11,-3,-0.2,1.5,12[fluorescence artefact?],-1.3
Cc1cc(C(=O)NCCCC(=O)O)c(C)o1,2,0.4,-4,9,-13,0.0,0.2,-1[fluorescence artefact?],.
CC#CCCCC(=O)Nc1cccc(C(=O)O)c1,0,0.9,-1,9,-24,2.5,1.2,-4,.

# Shown bar-delimited: entries from further up
SMILES | EBV gp42 inh | TNF necrop inh | Rad51 HR inh | Calpain2 inh | Mdm2 ligase inh | L929 necroptosis | PERK inhibitor | eIF4E-4G inh | Cl transport mod
O=C(/C=C/c1ccccc1Cl)c1ccccc(=O)c1O | -11 | -7.2 | . | -17 | 10 | 0.7 | 0.0 | -8 | 31*
COc1ccc2cc3cc(C(=O)Nc4ccc5c(c4)OCO5)oc3nc2c1 | -9 | -3.2 | -8 | -45 | -9 | 3.0 | 0.7 | -44 | .
COc1ccc(-c2csc(Nc3ccccc3)n2)cc1 | -2 | 1.1 | -8 | 12 | -13 | 1.1 | 0.6 | -4 | 0.98

# Complete entries, quoted from the list. Order of values: EBV gp42 inh	TNF necrop inh	Rad51 HR inh	Calpain2 inh	Mdm2 ligase inh	L929 necroptosis	PERK inhibitor	eIF4E-4G inh	Cl transport mod
# Listed for `Cc1nc2nc(SCC(=O)N3CCOCC3)nn2c(C)c1Cc1ccccc1` = 6	-0.4	0	-17	-9	-0.6	0.7	-2	-0.097
# Listed for `O=C(/C=N/O)NCc1cccnc1` = -22	-0.3	-1	-11	-3	-0.2	1.5	12[fluorescence artefact?]	-1.3
# Listed for `CCOC(=O)c1ccc(N2CCOCC2)c(NC(=O)c2c(-c3ccccc3)noc2C)c1` = -14	-9.6	-12	11	-7	-0.9	-1.5	5	-1.1
# Listed for `Cc1ccc(NC(=O)C(C)[n+]2ccccc2)cc1[N+](=O)[O-]` (centres undefined) = -4	0.5	8	20	-2	-0.6	-0.1	3	0.65
# Listed for `Cc1cccc(NC(=S)NC(=O)c2cc(-c3ccccc3)nc3ccccc23)c1` = -6	-4.6	4	-9	-4	0.0	0.3	-2[fluorescence artefact?]	8.5*

# Later entries.
SMILES,EBV gp42 inh,TNF necrop inh,Rad51 HR inh,Calpain2 inh,Mdm2 ligase inh,L929 necroptosis,PERK inhibitor,eIF4E-4G inh,Cl transport mod
CN(Cc1ccccc1)c1nc2c(c(=O)[nH]c(=O)n2C)n1Cc1ccccc1,4,0.3,-9,-1,-6,0.0,-0.1,5,0.72
S=c1[nH]nc(-c2ccc(Cl)cc2Cl)n1-c1ccc2c(c1)OCCO2,-5,0.3,23,-1,-11,0.4,0.0,-4,1.1
Cc1cc(-c2nn(C)c(=O)c3ccccc23)cc(C)c1O,-16,1.5,.,-9,3,0.1,1.3,-1,-0.11
CCCSc1nc2c(c(=O)n(C)c(=O)n2C)n1C,-6,0.6,11,6,-29,1.5,0.3,-1,0.061
COc1ccc(OC)c(C(C)NC(=O)Nc2cccc(C(C)=O)c2)c1 (centres undefined),-6,1.9,.,13,-23,0.9,0.4,4,0.058
CC(=O)Nc1ccc(S(=O)(=O)NCCSCc2ccccc2Cl)cc1,-17,-2.8,.,-6,-3,0.7,0.2,1,-1
COc1ccc(CC(=O)c2ccc(O)cc2O)cc1,-20,-1.0,21,6,.,-0.8,1.0,2,.
Cc1cc(-c2n[nH]c(=S)n2/N=C/c2sccc2C)n[nH]1,-26,0.8,-2,2,-8,1.8,0.4,-5,-0.32
Cc1ccc(SC(C)C(=O)N2CCC(C(N)=O)CC2)cc1 (centres undefined),-9,0.5,2,-12,4,3.9,0.4,-1,0.39
Nc1cc(S(=O)(=O)N2CCCCC2)ccc1Oc1ccccc1,-8,-1.7,15,51*,-13,2.6,2.0,-5,0.064
CCOC(=O)c1ccc(N2C(=O)CC(N3CC(C)OC(C)C3)C2=O)cc1 (centres undefined),-20,-1.2,1,-8,-4,-0.1,0.9,-4,0.65
CCOC(=O)c1c(N)nn(C(=O)C(C)C)c1-c1ccccc1,4,0.7,4,15,-14,0.9,-0.1,15,-0.24
Cn1c(NC(=O)c2ccco2)c(-c2ccccc2)c(=O)c2ccccc21,-17,-1.1,0,-26,17,-0.4,-0.1,2,1.8
CC(C)NC(=O)C(=O)NCCCN1CCOCC1,-16,-0.4,-4,12,-16,-0.8,0.9,-2,-0.3
CCOC(=O)c1ccc(S(=O)(=O)N2CCN(C(=O)c3cc(=O)c4ccccc4o3)CC2)cc1,-2,4.6,22,16,-20,0.6,-0.3,8,-0.56

# Just L929 necroptosis, PERK inhibitor and Calpain2 inh, for some of the entries so far:
Structure	L929 necroptosis	PERK inhibitor	Calpain2 inh
CN(Cc1ccccc1)c1nc2c(c(=O)[nH]c(=O)n2C)n1Cc1ccccc1	0.0	-0.1	-1
COc1ccc(CC(=O)c2ccc(O)cc2O)cc1	-0.8	1.0	6

# (list continues)
SMILES,EBV gp42 inh,TNF necrop inh,Rad51 HR inh,Calpain2 inh,Mdm2 ligase inh,L929 necroptosis,PERK inhibitor,eIF4E-4G inh,Cl transport mod
COc1cc(/C=C2/C(=N)N3C=CSC3=NC2=O)ccc1OCCCOc1ccccc1C,-15,0.7,3,-71,-1,0.0,0.5,-5,0.13
COc1ccc(N(CC(=O)O)S(=O)(=O)c2ccccc2[N+](=O)[O-])c(OC)c1,-5,-0.6,-11,-14,-4,3.4,0.2,7,-0.14
Clc1ccc(CNC2CCCC2)cc1,-17,-2.1,7,0,-4,0.1,0.0,2,0.0096
CCc1ccc(N2CC(C(=O)Nc3ccc(C)c(S(=O)(=O)N4CCOCC4)c3)CC2=O)cc1 (centres undefined),6,-7.8,-7,-38,-5,0.7,-1.1,2,-0.042
COC(=O)Cn1c(=O)c(=O)n(CC(=O)OC)c2ccccc21,4,0.4,-5,-55,-10,1.4,0.0,0,1.6
O=C(c1ccccc1)N1N=C(c2ccccc2)CC1c1ccccc1O (centres undefined),1,0.5,15,-9,-8,0.6,0.3,-1,-1
CCCCC(=O)Nc1nnc(SCC(=O)N2CCN(c3ccccc3OC)CC2)s1,3,0.3,-5,-8,-2,1.4,0.7,-8[fluorescence artefact?],0.93
CC(C)C(=O)N(Cc1cc(=O)[nH]c2ccccc12)c1ccccc1,-26,0.6,-5,-12,0,0.6,-0.5,3,0.032
CCOC(=O)Cc1csc(NC(=O)c2ccco2)n1,6,2.8,6,16,-32,0.7,0.8,10,.
Cc1c(C(=O)Nc2ccccc2[N+](=O)[O-])csc1-c1ccccc1,-14,1.0,-4,3,-9,0.1,-0.8,2[fluorescence artefact?],-0.35
O=C(Nc1ccccc1C(=O)N1CCN(c2ccccc2)CC1)c1ccco1,5,0.7,1,-1,-8,0.0,-1.4,3,-0.83
CN1CCN(CC(=O)Nc2nnc(-c3cccs3)s2)CC1,-3,1.9,1,-37,2,1.2,0.8,6,0.92
Cc1ccnc(SCCn2c(N3CCCCC3)nc3c2c(=O)[nH]c(=O)n3C)n1,-24,-0.7,8,-8,-6,0.7,0.9,-4,0.93
Cc1ccc(S(=O)(=O)NC(=O)Nc2cc(C)on2)cc1,-5,2.3,-86,-5,-6,0.6,0.9,2,1.7
CC(C(=O)N1CCOCC1)N1c2cccc3cccc(c23)S1(=O)=O (centres undefined),3,-0.2,8,-272,3,0.0,-1.9,9,0.48
COc1ccc(C(=O)NCC(=O)N=Nc2c(O)n(C)c3ccccc23)cc1OC,-3,-0.8,6,-12,12,0.0,-1.1,-4,-0.57
CCOc1ccc(NC(=O)C2CCCN(C(=O)Nc3ccccc3)C2)cc1 (centres undefined),-14,-1.2,-12,-15,-2,-0.8,-0.5,0,-0.08
COc1ccc(C(NC(=O)c2c(F)c(F)c(F)c(F)c2F)c2ccccc2)cc1 (centres undefined),-9,-14,0,17,-11,2.7,1.0,9[fluorescence artefact?],-1
CC(OC(=O)CCc1nc2ccccc2c(=O)[nH]1)C(=O)Nc1ncc(Cl)cc1Cl (centres undefined),0,1.0,-4,-17,4,4.1,0.4,1,-0.25
O=C(/C=C/c1ccccc1)Nc1cccc(S(=O)(=O)Nc2ccccc2F)c1,-8,-2.3,.,8,-8,1.2,-0.2,-3[fluorescence artefact?],2.3
Cc1ccc(S(=O)(=O)N2CCN(C(=O)CSc3nc4ccccc4o3)C2)cc1,-18,-2.5,-7,-4,-2,-0.1,0.2,-10[fluorescence artefact?],-2.3
O=C(CSc1nnc(-c2cccnc2)n1Cc1ccco1)c1ccc(Cl)c(Cl)c1,-15,-2.1,-1,-364,8,0.0,0.9,-8,-3.5
CCOC(=O)c1cn[nH]c1NC(=S)Nc1ccccc1,-4,1.7,25,18,-21,2.5,1.3,-4,0.56
CCOc1ccc(-n2c(C)cc(/C=N/Nc3nc(C)cc(=O)[nH]3)c2C)cc1,-5,-4.1,14,-47,-7,0.2,-1.6,-5,-0.94
CC(C#N)(Nc1ccc(Cl)cc1)c1cccnc1 (centres undefined),6,5.5,.,20,0,0.6,0.6,1,-0.96
O=C(Nc1nncs1)c1cccc(S(=O)(=O)N2CCCCC2)c1,8,-1.1,0,18,-1,0.7,1.3,0,-0.17
